GRIN3A LBD mod: modulates the human NR3A ligand-binding domain; AID 1259313; Tm shift relative to glycine control, % at 25 µM; actives 2.5% (n = 340,000); NR3A LBD differential scanning fluorimetry, Tm shift; 0% = protein alone, 100% = glycine-bound protein;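 active means melting temperature shift of at least 10% of the positive control shift, at one fixed dose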
MPTP block: permeability transition pore inhibition; inhibition, % at 10 µM; actives 1.4% (n = 360,000); isolated mouse mitochondria, Ca2+ swelling absorbance, 30 min;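 active means inhibition of 50% or more, scaled per plate between neutral and stimulator controls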;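 further: 0% = DMSO wells given calcium and 100% = 1 mM EGTA wells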
Numbers without * were called inactive. An excerpt; count on the stated rates, not on these rows.

SMILES	GRIN3A LBD mod	MPTP block
CCN(CC)c1nc(NNC(=O)c2ccccc2)nc(N(CC)CC)n1	1.3	2.2
CC(=O)N1C[C@H]2CON(C)[C@H]2C[C@H]1c1ccccc1Br	-0.5	0.3
O=c1cc(-c2ccccc2)ss1	0.5	-2.7
O=C(NNC(=O)c1ccc2ccccc2c1)c1cccc(Br)c1	0.6	0.2
Cc1cc(C(=O)N/N=C/c2cc(N=Nc3ccccc3)ccc2O)n[nH]1	7.9	-0.4
O=C1CCn2c1c(O)c1ccccc1c2=O	1.3	1.0
O=C1CC(c2ccccc2)Oc2ccc(Cl)cc21 (stereo unspecified)	0.5	-0.4
Cn1c(=O)c2ncn(C)c2n(C)c1=O	-1.3	-0.3
COC(=O)c1cc(COC(=O)c2ccc(OC)c(S(=O)(=O)N3CCCC3)c2)oc1C	0.9	0.0
COCCN(C(=O)c1cc(CN2C(=O)c3ccccc3C2=O)ccc1OC)c1c(N)n(CC(C)C)c(=O)[nH]c1=O	0.2	-0.6
CCN(C(=O)COC(=O)/C=C/c1ccc(OC)c(OC)c1)c1c(N)n(Cc2ccccc2)c(=O)[nH]c1=O	-1.2	-0.6
O=C(COc1cccc2ccccc12)Nc1ccc(Cl)cc1C(=O)O	2.2	37.7
CCCCSc1nc2c([nH]1)c(=S)n(C)c(=O)n2C	-0.3	-0.5
COc1ccc(NS(=O)(=O)c2cc([N+](=O)[O-])ccc2N/N=C/c2c(C)[nH]c3ccccc23)cc1	28.4*	2.1
CCCNC(=O)c1c(O)c2cccc3c2n(c1=O)CCC3	1.2	-0.2
Cc1ccc(-n2ncc(Br)c(Br)c2=O)cc1	0.9	0.5
CSc1nc(N)nc2c1ncn2C1OC(CO)CC1O (stereo unspecified)	1.3	-2.3
Cc1ccc(C(=O)NN2C(=O)/C(=C/c3cn(C)c4ccccc34)SC2=S)cc1	-0.3	2.4
CCc1nc(N)nc(N)c1-c1ccc(N(C)Cc2ccccc2)c([N+](=O)[O-])c1	12.6*	38.8
c1coc(C2=NC(c3ccco3)C(c3ccco3)N2)c1 (stereo unspecified)	-0.8	0.6
CCC(=O)Nc1nnc(C)s1	-0.5	-1.1
S=C(Nc1ccc2nsnc2c1)N1CCCCC1	1.3	-0.9
N#CC1(Nc2ccc(Br)cc2)CCCC1	0.5	0.5
COc1ccc(C=NNC(=O)NN=Cc2ccc(OC)c(OC)c2)cc1OC	2.9	-2.6
CC(=NNC(=S)SCc1ccccc1)c1ccccn1	-16.6	0.8
Cc1ccc(S(=O)(=O)ON2C(=O)c3ccccc3C2=O)c(C)c1	21.7*	-7.0
COc1ccc(-c2nc(=S)c3ccc4ccccc4c3[nH]2)cc1	-11.9	1.8
O=c1[nH]c2ccccc2n2c(-c3ccncc3)nnc12	-0.9	1.2
Cc1ccc(S(=O)(=O)N2CCN(C(=O)COC(=O)COc3ccccc3C(C)C)CC2)c(C)c1	3.1	0.0
CC(=O)Nc1cccc(C(=O)OCC(=O)N2CCN(C(=O)COC(=O)c3cccc(NC(C)=O)c3)CC2)c1	0.1	0.6
O=C(Nc1ccc(S(=O)(=O)N2CCOCC2)cc1)c1ccc(Cl)c([N+](=O)[O-])c1	34.7*	1.5
[O-][N+]1=c2ccc(Nc3ccccc3)cc2=NC12CCCCC2	-1.1	7.9
Cc1ccc(NC2=Nc3ccccc3N3C2=Nc2c(c(C)nn2-c2ccccc2)C3c2ccc(O)c(O)c2)cc1 (stereo unspecified)	14.9*	1.9
CSc1nc(N)c2c(n1)N(C)C=NS2(=O)=O	1.5	-2.1
CC(C)(C)CC(C)(C)N=C1Nc2ccccc2NC12C[C@H]1CCC(=O)N3CC[C@@H](C2)[C@@H]13 (stereo partly specified)	-3.4	0.1
COc1cccc(C(=O)C(=O)c2cccc(OC)c2OC)c1OC	-0.2	0.1
Cc1ccccc1Nc1scc(-c2ccc(Cl)cc2)[n+]1-c1ccccc1C	-2.8	3.6
Cc1cccc(C=CC(=O)c2ccccc2)c1	0.4	-2.5
CC(C)C[C@H]1CNC(=S)N1CC1CCN(CC2CCCC2)CC1	1.2	0.0
O=C(NN=Cc1cc(Cl)ccc1[N+](=O)[O-])c1cccc2ccccc12	5.7	0.2
C[N+](C)(C)c1ccc(/C=N/Nc2nc(Cl)c(C#N)c(Cl)c2Cl)cc1	-0.5	92.4*
COc1ccc(C2c3cc4c(cc3OC(NNC(N)=O)C2C)OCO4)cc1 (stereo unspecified)	2.8	0.9
COc1ccc(C(CNC(=O)c2ccc(C)c(S(=O)(=O)N3CCCCC3)c2)N2CCCC2)cc1 (stereo unspecified)	1.5	0.7
CC(C)C(=O)N(c1ccc(F)cc1)C1C=CS(=O)(=O)C1 (stereo unspecified)	0.5	-0.2
COc1ccc(CCC2(C)OCC(CCCCO)O2)cc1 (stereo unspecified)	0.4	0.6
Cc1ccccc1SCc1noc(C(=O)NC(C)C)c1C(=O)O	0.9	-0.9
CCCCCC1C(=O)CCC1CC(=O)OC (stereo unspecified)	0.8	2.5
COc1cc(OC)cc(C(=O)N(Cc2ccco2)c2c(N)n(Cc3ccccc3)c(=O)[nH]c2=O)c1	0.2	-2.3
CCCCn1cnc2c(SCc3ccc(Cl)cc3)nc(N)nc21	-4.0	0.1
O=C(CC(O)c1ccccc1)Nc1ccccn1 (stereo unspecified)	-0.2	-3.2
ON=C1c2ccccc2-c2ccc(O)cc21	-15.4	-0.6
CC(NC(=O)CN1C(=O)NC2(CCCCC2)C1=O)c1ccc(S(N)(=O)=O)cc1 (stereo unspecified)	-0.9	-0.4
CC(=O)N1CCN(c2ccc(N=Cc3c(O)n(Cc4ccccc4)c(=O)[nH]c3=O)cc2)CC1	-0.4	2.1
O=S(=O)(c1ccccc1C(F)(F)F)N1CCN(CC(O)COc2ccccc2F)CC1 (stereo unspecified)	2.5	-0.5
c1ccc(-c2ccc(CNC3CC3)cc2)cc1	-0.3	0.1
CC(=O)OCC1(O)CC23CCC4c5ccoc5CCC4(C)C2CCC1C3 (stereo unspecified)	-3.8	-1.6
S=c1nc(-c2ccccc2)[nH]n1-c1ccccc1	2.2	-1.1
CCCCCCCn1c2c(c(=N)c3c1CCC3)CCCC2	-2.0	8.5
COc1ccc(C(=O)C2CC2)cc1	-2.4	0.5
CN1C(=O)C(N=Nc2ccc([N+](=O)[O-])cc2)SC1=S (stereo unspecified)	-11.6	111.7*

Molecules from the list above that contain two or more sulfur atoms:
SMILES	GRIN3A LBD mod	MPTP block
O=c1cc(-c2ccccc2)ss1	0.5	-2.7
CCCCSc1nc2c([nH]1)c(=S)n(C)c(=O)n2C	-0.3	-0.5
Cc1ccc(C(=O)NN2C(=O)/C(=C/c3cn(C)c4ccccc34)SC2=S)cc1	-0.3	2.4
S=C(Nc1ccc2nsnc2c1)N1CCCCC1	1.3	-0.9
CC(=NNC(=S)SCc1ccccc1)c1ccccn1	-16.6	0.8
CSc1nc(N)c2c(n1)N(C)C=NS2(=O)=O	1.5	-2.1
CN1C(=O)C(N=Nc2ccc([N+](=O)[O-])cc2)SC1=S (stereo unspecified)	-11.6	111.7*

Remaining list, next part.
SMILES	GRIN3A LBD mod	MPTP block
Cc1cc2nc3c(=O)n(C4CCCCC4)c(=O)[nH]c3nc2cc1N	-3.3	1.4
CSc1nnc2c3c4c(sc3nc(-n3nc(C)cc3C)n12)COC(C)(C)C4	-1.9	-1.0
O=c1[nH]c(=S)[nH]cc1Oc1ccc(Br)cc1Br	0.2	-1.0
Cc1ccc(-c2csc(NC(=O)CSc3nnc4c(n3)[nH]c3ccccc34)n2)cc1	21.4*	87.5*
O=C(N/C=C/c1ccco1)NCc1ccccc1	-2.2	-1.1
COc1cccc(NC(=O)CN(C)C(=O)/C=C/c2cn(-c3ccccc3)nc2-c2ccc(OC)c(OC)c2)c1	-1.0	0.4
O=C1CCN(Cc2ccc(Cl)cc2Cl)C(=O)N1	0.5	0.9
C=CCN(c1ccccc1OC)S(=O)(=O)c1cccc(C(=O)OCC(=O)c2c(N)n(C)c(=O)n(C)c2=O)c1	-1.3	2.3
CN(C)c1ccc(S(=O)(=O)NCC(=O)N2CCN(S(=O)(=O)c3cccc(F)c3)CC2)cc1[N+](=O)[O-]	0.5	-0.4
Cc1ccc(NC(=S)Nc2ccc(OC(F)F)c(Cl)c2)cc1Cl	37.6*	94.7*
CCOc1ccc(-n2c(SCC(=O)Nc3ccc4c(c3)OCO4)nc3c(c2=O)SCC3)cc1	-1.6	0.1
Cc1ccc(S(=O)(=O)N2CCN(C(=O)COC(=O)/C=C/c3ccc(C(F)(F)F)cc3)CC2)c(C)c1	3.3	0.9
O=C1OCC(O)=C1Cc1ccccc1	-1.4	0.2
COC(=O)c1ccc(Cn2cnc3c(N)ncnc32)cc1	0.5	0.1
CCCCCCOC(=O)CC1CC(C(C)=O)C1(C)C (stereo unspecified)	2.4	0.8
CC1=CC(=NNS(=O)(=O)c2ccc([N+](=O)[O-])cc2)CC(C)(C)C1	-8.7	-2.7
Cc1ccccc1C(=O)Nc1ccccc1NC(=O)c1ccccc1C	-7.6	-0.7
COc1ccc(C(=O)Nc2nc3nc(-c4ccccc4)cc(=O)n3[nH]2)cc1	0.8	1.9
CC(C)(C)S(=O)N1Cc2cc(CO)ccc2[C@@H]1CCO (stereo partly specified)	-0.7	0.1
COc1ccc(OC)c(S(=O)(=O)N2CCCC(C(=O)NC3CC3)C2)c1 (stereo unspecified)	1.4	0.1
NNC(=O)c1ccc2ccccc2n1	-14.5	1.8
COCCCn1c(=N)c(C(=O)NCc2ccc3c(c2)OCO3)cc2c(=O)n3cccc(C)c3nc21	0.8	2.2
O=C(NN=Cc1ccccc1O)c1cccc([N+](=O)[O-])c1	2.9	-0.4
CC1(CCOCc2ccccc2)NC(=O)NC1=O (stereo unspecified)	0.5	-0.6

3 compounds already listed, ordered by SMILES length, largest number first:
SMILES	GRIN3A LBD mod	MPTP block
Cc1ccccc1C(=O)Nc1ccccc1NC(=O)c1ccccc1C	-7.6	-0.7
CC1(CCOCc2ccccc2)NC(=O)NC1=O (stereo unspecified)	0.5	-0.6
NNC(=O)c1ccc2ccccc2n1	-14.5	1.8

Further entries follow:
SMILES	GRIN3A LBD mod	MPTP block
C=CCn1cnc2c(c1=O)c1nc3ccccc3nc1n2/N=C/c1cccc(OC)c1	11.1*	-2.0
O=c1ccn([C@@H]2O[C@H](CNS(=O)(=O)c3csc(-c4ccno4)c3)[C@@H](O)[C@H]2O)c(=O)[nH]1	-1.0	0.5
O=C(c1ccc2c(c1)OCO2)N1CCN(CCN2C(=O)c3cccc4cccc(c34)C2=O)CC1	-1.3	0.2
O=c1cc(NS(=O)(=O)c2ccccc2)nc(SCc2ccc(Cl)cc2)[nH]1	20.2*	3.4
COc1ccc(NC(=O)Cn2ncc(Cl)c(Cl)c2=O)cc1S(=O)(=O)N1CCOCC1	1.6	0.7
O=C(NNC(=O)c1ccc2ccccc2c1)c1cccc(F)c1	-0.8	0.5
c1csc(C(c2nnnn2C2CCCCC2)N2CCN(c3nc4ccccc4s3)CC2)c1 (stereo unspecified)	-2.8	-0.8
Cc1ccccc1C(=O)N1CCC2CC1c1cc(-c3ccc(F)cc3)ccc12 (stereo unspecified)	-3.1	-1.3
CN(C)c1ncnc2c1C(c1ccccc1)C(C)(C)O2 (stereo unspecified)	-0.2	-1.9
CCCCc1c(C)nc2ccc(Br)cc2c1SC(N)N	1.8	-0.6
CN(C=O)c1ccc(CSc2ccccc2)cc1	-1.9	0.8
O=[N+]([O-])c1cccc(/C([O-])=C(/C(=S)Nc2cccc3ccccc23)[n+]2ccccc2)c1	-2.2	-0.1
Cc1cc(C(=O)NN=C2CCCCC2)c2ccccc2n1	0.3	-0.5
Oc1ccc(-c2c(C3=CCCCC3)sc3ccccc23)cc1	2.0	0.7
Nc1cccc(Oc2ccc3c(c2)C(=O)N(CCO)C3=O)c1	-2.2	3.3
CC1SC(C)C(=O)N(CC(=O)NC2CCCCC2)C1=O (stereo unspecified)	0.0	0.1
Nc1ccc2[nH]c(=S)[nH]c2c1	4.7	-1.2
O=C1CSc2ccccc2N1	-3.6	-0.7
O=[N+]([O-])c1cc(C=NN2CCCCCC2)ccc1Cl	-1.6	1.3
CN(C)C(=S)N=c1ssc(=S)n1Cc1ccccc1	-0.3	1.8
Cc1cc(C(=O)Nc2nc(C)c(C(=O)N(C)C)s2)ccc1[N+](=O)[O-]	-1.2	-0.1
CCOC(=O)C1=C(COC(=O)c2ccc(OC)c(S(=O)(=O)N3CCOCC3)c2)NC(=O)NC1C (stereo unspecified)	-0.2	-0.8
O=C(COc1ccccc1-c1ccccc1)N/N=C/c1ccc2ccccc2c1	7.9	0.2
Clc1ccc(C2Nc3cccc4cccc(c34)N2)c(Cl)c1	-3.7	3.3
CCCCC(CC)c1nnc(NC(=O)c2cccs2)s1 (stereo unspecified)	-3.7	-0.7
COc1ccc(C=NNC(=O)CCCC(=O)NN=Cc2ccc(OC)c(O)c2)cc1O	1.3	-2.0
O=C(Nc1ccc(S(=O)(=O)N2CCCC2)cc1)c1ccc(F)cc1	4.2	0.0
COc1ccc(C(CNC(=O)CCNS(=O)(=O)c2ccccc2C(F)(F)F)N2CCOCC2)cc1 (stereo unspecified)	-0.9	-1.0
Cc1[nH]c(=O)n(C(C)C)c(=O)c1Br	-2.5	-0.6
COc1ccc(/C=C2\Cc3ccccc3C2=O)cc1OC	13.3*	0.2

An excerpt taken from the entries so far, as a working copy:
SMILES	GRIN3A LBD mod	MPTP block
CCCCC(CC)c1nnc(NC(=O)c2cccs2)s1 (stereo unspecified)	-3.7	-0.7
COc1ccc(C=NNC(=O)CCCC(=O)NN=Cc2ccc(OC)c(O)c2)cc1O	1.3	-2.0
O=C(Nc1ccc(S(=O)(=O)N2CCCC2)cc1)c1ccc(F)cc1	4.2	0.0

Compound activity (PubChem BioAssay)
